# Bioassay records deposited in PubChem by Sanford-Burnham Center for Chemical Genomics.
# Mdm2 MdmX PPI = inhibitors of human Mdm2/MdmX interaction | 3% of 330,000 active | SaOS-2 split-luciferase Mdm2/MdmX complementation, luminescence | inhibition, % at 8 µM | AID 485346 | O15151+Q00987;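 active = inhibition of at least 50% at 8 µM in the primary screen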
# Target sequence (O15151 whole entry, looked up): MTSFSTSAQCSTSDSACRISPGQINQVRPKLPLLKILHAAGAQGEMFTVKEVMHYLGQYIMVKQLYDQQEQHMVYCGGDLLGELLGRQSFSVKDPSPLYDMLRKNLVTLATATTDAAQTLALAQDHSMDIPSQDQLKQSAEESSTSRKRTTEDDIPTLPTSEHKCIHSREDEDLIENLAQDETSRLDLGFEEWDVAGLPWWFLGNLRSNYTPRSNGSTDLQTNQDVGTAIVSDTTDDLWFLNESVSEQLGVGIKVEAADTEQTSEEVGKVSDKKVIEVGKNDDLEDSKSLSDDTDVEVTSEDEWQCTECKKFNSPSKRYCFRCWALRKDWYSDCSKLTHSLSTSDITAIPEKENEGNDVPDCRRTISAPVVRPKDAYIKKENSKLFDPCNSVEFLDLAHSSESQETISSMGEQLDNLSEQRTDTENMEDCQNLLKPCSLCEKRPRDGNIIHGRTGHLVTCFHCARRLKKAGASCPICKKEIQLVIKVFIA
# Target sequence (Q00987 whole entry, looked up): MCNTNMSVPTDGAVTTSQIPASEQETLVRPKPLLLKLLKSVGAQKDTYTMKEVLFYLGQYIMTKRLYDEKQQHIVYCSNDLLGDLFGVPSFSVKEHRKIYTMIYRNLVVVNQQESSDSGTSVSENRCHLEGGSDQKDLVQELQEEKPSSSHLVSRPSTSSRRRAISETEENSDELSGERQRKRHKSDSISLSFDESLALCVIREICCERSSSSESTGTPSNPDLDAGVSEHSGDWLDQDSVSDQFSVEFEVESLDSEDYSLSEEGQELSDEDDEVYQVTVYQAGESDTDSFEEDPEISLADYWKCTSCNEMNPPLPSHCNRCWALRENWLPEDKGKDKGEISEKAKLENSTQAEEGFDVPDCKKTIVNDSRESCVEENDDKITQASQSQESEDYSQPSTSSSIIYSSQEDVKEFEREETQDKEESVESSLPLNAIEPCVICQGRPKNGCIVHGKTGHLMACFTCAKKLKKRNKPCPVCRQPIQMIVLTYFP
# Jurkat NFkB inh = lowers PMA/ionomycin-induced NF-kB signal in Jurkat cells; 0.53% of 330,000 active; PMA/ionomycin-induced NF-kB luciferase reporter, luminescence; inhibition, % at 4 µM; in the data active = inhibition above about 50%
# APJ antagonist = antagonists of human APJ apelin receptor | P35414 | CHO-K1 APJ beta-arrestin complementation, luminescence | inhibition, % at 20 µM | 0.32% of 330,000 active | AID 2521;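 active = inhibition above about 40% at 20 µM, limit read from the data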;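 note: cells challenged with 10 nM apelin-13 agonist together with compound; plate controls were apelin-13 plus DMSO wells for no effect and DMSO wells lacking apelin-13 for full effect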
# APJ agonist = agonists of human APJ apelin receptor; CHO-K1 APJ PathHunter beta-arrestin, luminescence; 0% DMSO wells, 100% apelin; P35414; activation, % at 20 µM; 0.11% of 330,000 active; AID 2520;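 active = activation more than six SD over the plate average, tested at 20 µM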;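 note: 0% = DMSO alone and 100% = apelin-13 at 10 nM; some results filed as inactive read as strong as hits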
#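 Material: CHO-K1 APJ beta-arrestin complementation cell line; Input: cell density 1000 per well; Incubation: compound stimulation 90 min at 25 °C, detection 60 min; Signal: luminescence from split beta-galactosidase complementation, Galacton Star/Emerald II substrate; Controls: DMSO-only wells as negative, 10 nM Apelin-13 as positive control.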
# tim23-1 inh = growth inhibitors of tim23-1 mutant yeast; S. cerevisiae tim23-1 growth, BacTiter-Glo luminescence, 24 h; inhibition, % at 20 µM; 1.3% of 330,000 active; AID 463212;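 active = growth inhibition of the mutant yeast at or above 50%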;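 note: temperature-sensitive mutant grown at 25 °C; plate controls were DMSO-treated mutant yeast for no effect and medium wells lacking yeast for full effect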
# 697 NFkB inh = inhibitors of the PMA/ionomycin-induced NF-kB reporter in 697 B cells | 697 B-cell NF-kB luciferase reporter, 16 h | inhibition, % at 4 µM | 0.33% of 330,000 active; in the data active = inhibition above about 35%
# UPR XBP1 act = adaptive UPR (XBP1) activation; activation, % at 20 µM; CHO-XBP1 luciferase reporter, IRE1-XBP1 UPR activation, luminescence; percent of tunicamycin response, DMSO as zero; 0.33% of 330,000 active;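 active = versus positive control, 20 µM dose yields 30% or more activation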;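 note: 100% = tunicamycin at 10 µg/mL and 0% = DMSO only wells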
#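 Material – CHO cell line with stable XBP1 luciferase reporter · Buffer or medium – F12 plus 10% FBS · Compound – single point, 20 µM final compound, 1% DMSO · Schedule – 16-18 h cell attachment at 37 °C, then 6 h compound exposure · Signal – Steady-Glo luminescence read · Benchmarks – high control tunicamycin 10 µg/mL final, low control DMSO vehicle only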
# CHOP UPR activ = activators of apoptotic arm of unfolded protein response (CHOP); CHO-CHOP luciferase reporter, UPR activation, luminescence; percent of tunicamycin response over DMSO baseline; activation, % at 10 µM; 0.34% of 330,000 active; AID 449763;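 active = at 10 µM dose, activation of 40% or more, normalized to positive control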;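 note: 100% = tunicamycin at 10 µg/mL and 0% = DMSO alone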
#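 Material: CHO-CHOP cells, stable luciferase reporter of PERK-eIF2a-CHOP signalling; quantity: 500 reporter cells seeded per well; buffer or medium: F12 medium containing 10% fetal bovine serum; compound: one dose, 10 µM in 0.5% DMSO; incubation: 6 h compound treatment, 37 °C; measured by: Steady-Glo luciferase luminescence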
# * = called active by the depositor.
No.	Compound	Mdm2 MdmX PPI	Jurkat NFkB inh	APJ antagonist	APJ agonist	tim23-1 inh	697 NFkB inh	UPR XBP1 act	CHOP UPR activ
1	Cc1cc(OCCCC(=O)NCCc2nnc3ccccn23)ccc1Cl	3	-18	7	-3	3	-13	0	2.2
2	CC1=CCC2C(=O)N(c3cccc(C(=O)NCc4ccccc4)c3)C(=O)C2C1 (centres undefined)	8	14	11	0	5	0	-3	2.2
3	CCc1cccc(Nc2c3c(nc4ncnn24)CCC3)c1	12	7	-15	-2	5	-28	-3	-2.5
4	Cc1ccc(N2CCN(S(=O)(=O)c3ccc(F)cc3)CC2)c(C)c1	21	2	18	-3	39	-6	3	-1.0
5	Oc1ccc(N=Nc2nccs2)c(O)c1	54*	-2	48*	-8	31	-21	0	19
6	CN(C)C(=S)NC(=NCc1ccc([N+](=O)[O-])cc1)c1ccccc1	-13	-11	8	-1	5	2	0	0.3
7	CN(C(=O)c1cccc(NC(=O)C2CCN(C(=O)OC(C)(C)C)CC2)c1)C1CCC1	13	0	6	-4	-2	9	-1	-0.8
8	CCN(CC(=O)NC1CCS(=O)(=O)C1)C(C)C(=O)Nc1ccc(F)cc1 (centres undefined)	11	-2	7	-2	4	16	0	-0.1
9	CCN(CCCNC(=O)c1[nH]c(C)c(C(C)=O)c1C)c1ccccc1	21	6	16	3	4	23	-2	0.8
10	Cc1ccc(NC(=O)c2oc3ccccc3c2NC(=O)C2CC2)cc1	-2	0	-23	-4	14	-15	2	-1.6
11	COc1ccc(C2(C(=O)Nc3cc(C)on3)CCOCC2)cc1	-8	15	16	-1	-11	1	-3	-0.8
12	C=CCSc1nc2c(c(=O)[nH]c(=O)n2C)n1Cc1ccccc1	18	4	12	-5	11	-17	0	1.0
13	O=C(CSc1ncn[nH]1)Nc1ccnc2ccccc12	19	-6	-62	-1	-5	-3	3	0.6
14	COc1cccc(-c2cc(C(=O)NC3CCCC3)c3ccccc3n2)c1	18	5	16	-4	20	17	-2	1.0
15	C=CCn1c(SCC(=O)N2CCN(c3ccc(F)cc3)CC2)nnc1-c1ccco1	26	13	-51	-1	18	-2	-1	-1.1
16	CC(C)c1[nH]nc2c1C(c1cccc(OC(=O)N3CCOCC3)c1)C(C#N)=C(N)O2 (centres undefined)	-6	0	4	2	-10	-2	-4	0.3
17	COc1cc([N+](=O)[O-])ccc1NC(=O)CCCOc1ccccc1	-11	-9	6	-2	2	18	0	-0.3
18	CC(C)(C)C(=O)Nc1cc2c3c(c1)CC(=O)N3CCC2	26	-2	-20	4	7	-31	-2	1.8
19	NC(=O)N1N=C2/C(=C/c3ccccc3)CCCC2C1c1ccccc1 (centres undefined)	25	-3	15	-2	34	-39	1	-0.2
20	CCOc1ccc(NC(=O)CSc2nc3ccccc3nc2N2CCCC2)cc1	15	9	21	0	13	6	4	1.4
21	COc1ccc(C2CC(=O)C(C=NCCN3CCN(C(=S)Nc4ccccc4)CC3)=C(O)C2)cc1 (centres undefined)	-3	0	4	-3	12	8	-2	3.2
22	COc1ccc(OCC(=O)Nc2ccc3c(c2)n(C)c(=O)n3C)cc1	-17	-31	-6	-2	15	-70	-4	-0.5
23	COc1ccc(Nc2oc(-c3ccccc3Cl)nc2C#N)cc1	59*	39	-23	1	23	-71	24	4.3
24	Oc1cccc(/C=N/N2CCN(C3c4ccccc4-c4ccccc43)CC2)c1	6	-5	20	-5	46	-30	1	-0.6
25	Cc1ccc(-c2nc3ccccc3s2)cc1NC(=S)NC(=O)c1cccc2ccccc12	99*	-116	15	-4	-26	-119	-2	5.0
26	CCOC(=O)c1ccc(NC(=S)NC2CCCC2)cc1	2	-31	-5	-2	41	-32	1	1.5
27	Cc1ccc[n+](C(C)C(=O)Nc2ccc(C)c(C)c2)c1 (centres undefined)	-6	-9	6	0	-10	-8	-4	-1.9
28	O=C(OCc1nc2ccccc2[n+]([O-])c1C(=O)c1ccccc1)c1cccnc1	-26	-4	21	-3	13	6	-3	-0.6
29	O=c1cc(Cc2ccccc2)[nH]c(=S)[nH]1	-1	3	2	2	3	-25	-1	2.3
30	COc1ccccc1N(C)S(=O)(=O)c1ccc(C(=O)Nc2ccc(C)cc2C)cc1	21	-2	-5	6	26	5	2	-1.4
31	Cc1cc(C(F)(F)F)n2nc(C)c(-c3ccc(Cl)cc3)c2n1	-8	-18	6	-1	0	-37	2	-4.1
32	c1csc(C2Nc3ccccc3-c3nc4ccccc4n32)c1 (centres undefined)	-18	-60	-33	1	34	-55	5	1.2
33	CC(=O)Oc1ccc(C(C)=O)c2c1OCCO2	-14	6	8	1	6	6	-3	-0.5
34	CCCCc1nnc(NC(=O)CCN2C(=O)C3CC=CCC3C2=O)s1 (centres undefined)	-1	9	9	-2	5	14	1	2.4
35	C#CCOCCOCCOCCNc1nc(N2CCN(C(=O)[C@H](CCC(=O)O)n3cc(C(N)CO)nn3)CC2)nc(N2CCN(C(=O)[C@H](CCCCN)n3cc(C(N)[C@H](C)CC)nn3)CC2)n1 (some centres undefined)	-8	13	-1	-4	12	11	-3	0.8
36	O=C(CCl)N(C/C=C/c1ccccc1)c1ccc2c(c1)OCCO2	79*	-20	-35	-5	47	-25	-2	9.3
37	Cc1cc(C)nc(-n2ncc3c2CC(c2cccc(Cl)c2)CC3=O)n1 (centres undefined)	29	2	1	0	5	-5	2	0.8
38	COc1ccc(N2Cc3cccc(C(=O)O)c3C2=O)cc1	5	-4	3	6	22	7	-1	2.9
39	CCOc1ccc(-c2nnc(-c3ccncc3)o2)cc1	-113	-64	17	5	14	-107	-1	3.5
40	NC(=O)c1cc(-c2ccccc2)nc(N2CCCCCC2)n1	38	0	23	-2	36	-9	-2	3.3
41	COc1ccc2c(c1OC)C(=O)OC2Nc1nc(-c2ccc([N+](=O)[O-])cc2)cs1 (centres undefined)	-9	0	-7	1	15	-35	4	4.2
42	COc1ccc2c(c1)C(c1ccc(C)o1)=NNC(c1cccnc1)=N2	-12	6	1	-3	-1	17	-2	2.1
43	COc1cc(/C=N/NC(=O)c2ccc(O)cc2)ccc1Oc1ccc([N+](=O)[O-])cn1	-2	1	-14	3	9	-4	2	0.5
44	Cc1cccc2sc(N(CCN(C)C)C(=O)c3ccc4ccccc4c3)nc12	9	14	16	-6	24	11	-3	0.2
45	CCOC(=O)c1[nH]c2ccc(OC)cc2c1NC(=S)N1CCN(c2ccc(F)cc2)CC1	36	22	0	3	6	-11	-2	-0.7
46	c1ccc(-c2nc(SCc3nc4ccccc4[nH]3)c3oc4ccccc4c3n2)cc1	28	3	4	-4	32	-13	4	0.7
47	CC(C)CNC(=O)COC(=O)c1ccc([N+](=O)[O-])cc1Cl	-2	15	-33	9	28	-40	2	3.3
48	COCCNS(=O)(=O)c1cc(-c2nn(C)c(=O)c3ccccc23)ccc1C	31	2	-2	-1	3	3	1	0.1
49	O=C(NNC(=O)c1cc2cc(Br)ccc2oc1=O)c1ccc(O)cc1	30	-6	2	0	-14	1	1	-1.6
50	Cc1cc(C)c2nc(SC3CCOC3=O)cc(C)c2c1 (centres undefined)	-33	12	14	-2	43	-10	-1	1.6
51	NCCC(=O)NCCc1cnc[nH]1	13	-16	18	3	-7	-3	-5	0.1
52	Cc1cc(C)c(NC(=S)N2CCN(c3ccc([N+](=O)[O-])cn3)CC2)cc1C	-10	40	9	-1	-7	-3	-7	0.6
53	CCNC(=O)/C(C#N)=C/c1c(N2CCN(c3ccccc3)CC2)nc2c(C)cccn2c1=O	33	11	12	-5	35	14	3	2.9
54	COc1cccc(NC(=O)CCc2c(C)nn(-c3ccc(N4CCOCC4)nn3)c2C)c1	-7	-1	-6	6	7	10	-3	2.0
55	CCSc1nnc(NS(=O)(=O)c2ccc(OC)cc2)s1	0	-2	-20	-2	22	12	-1	0.3
56	N=c1c2c(n(Cc3ccc(Cl)c(Cl)c3)c3c1CCC3)CCCC2	74*	11	-5	-4	-21	44*	-2	-0.9
57	CCN(CC)S(=O)(=O)c1ccc(OC)c(NC(=O)/C=C/c2ccco2)c1	-1	0	12	-3	29	15	0	1.4
58	O=C(Oc1c(-c2ccccc2)c(=O)n2c3c(cccc13)CC2)c1cccc([N+](=O)[O-])c1	70*	8	-12	-5	32	25	1	0.9
59	CN(CC(=O)NCCc1ccc(S(N)(=O)=O)cc1)Cc1c(F)cccc1Cl	0	6	8	1	0	20	-3	3.5
60	CCC1(C)COC2(OC1)C(=O)Nc1ccccc12 (centres undefined)	4	11	-5	-4	3	-4	1	-1.1

# Other records:
No.	Compound	Mdm2 MdmX PPI	Jurkat NFkB inh	APJ antagonist	APJ agonist	tim23-1 inh	697 NFkB inh	UPR XBP1 act	CHOP UPR activ
61	Cc1n[nH]c(C)c1CN(C)C(=O)C1CCC(=O)N(CCc2cccc(F)c2)C1 (centres undefined)	4	-4	0	-4	8	-28	-3	2.4
62	Cc1cccc(NS(=O)(=O)c2cccc3cccnc23)n1	15	3	-6	-1	-9	4	-2	-0.1
63	O=C1CC(N2CCC(Cc3ccccc3)CC2)C(=O)N1CCc1ccccc1 (centres undefined)	23	-9	22	1	37	0	-2	-1.3
64	CCOC(=O)CSc1nc2ccc(NC(=O)CSc3nnnn3Cc3ccccc3)cc2s1	4	17	0	1	-6	-1	-2	-0.8
65	O=C(Nc1ccc2c(c1)OCO2)N1CCCc2ccccc21	-32	-10	-10	-6	10	-8	1	2.6
66	CCN(CC)CCCNC(=O)COc1ccc2oc3c(c2c1)CCCC3	2	5	14	-2	2	-5	-1	0.1
67	CCC(=O)Nc1ccc(OCc2nc3ccccc3s2)cc1	-204	-150	19	-4	15	-214	-1	3.6
68	O=c1ccnc(SCn2nnc3ccccc3c2=O)[nH]1	10	2	5	-5	15	17	-3	-1.6
69	COC(=O)c1ccccc1Oc1nc(Cl)cc(OC)n1	12	-1	10	0	-9	10	2	-1.5
70	Cc1ccc(-c2cc(Cc3cccs3)c(=O)[nH]n2)cc1	8	12	18	-7	19	4	2	4.3
71	Cc1cccc(NC(=S)NCC2CCCO2)c1 (centres undefined)	-22	-10	6	-2	7	-7	-2	0.7
72	COc1ccc(C(=O)NCC(c2ccco2)N2CCc3ccccc32)c(OC)c1 (centres undefined)	-36	-6	5	-7	21	-18	3	0.0
73	Cc1nnc2ccc(-c3ccc(NS(C)(=O)=O)cc3)nn12	11	-21	6	0	8	-11	3	0.1
74	COc1ccc(-c2csc(NC(=O)CN3C(=O)NC4(CCCC4)C3=O)n2)cc1	6	-4	4	-2	-10	-8	-1	-0.1
75	Cc1ccc(Cn2c(=N)n(CC(O)COc3ccccc3)c3ccccc32)cc1 (centres undefined)	69*	53*	10	5	3	-40	1	0.3

# Laid out differently: 4 of the compounds above
61. Cc1n[nH]c(C)c1CN(C)C(=O)C1CCC(=O)N(CCc2cccc(F)c2)C1 (centres undefined)
62. Cc1cccc(NS(=O)(=O)c2cccc3cccnc23)n1
63. O=C1CC(N2CCC(Cc3ccccc3)CC2)C(=O)N1CCc1ccccc1 (centres undefined)
64. CCOC(=O)CSc1nc2ccc(NC(=O)CSc3nnnn3Cc3ccccc3)cc2s1

compound no. | 61 | 62 | 63 | 64
Mdm2 MdmX PPI | 4 | 15 | 23 | 4
Jurkat NFkB inh | -4 | 3 | -9 | 17
APJ antagonist | 0 | -6 | 22 | 0
APJ agonist | -4 | -1 | 1 | 1
tim23-1 inh | 8 | -9 | 37 | -6
697 NFkB inh | -28 | 4 | 0 | -1
UPR XBP1 act | -3 | -2 | -2 | -2
CHOP UPR activ | 2.4 | -0.1 | -1.3 | -0.8
